PLK1 PBD inh: Plk1 polo box domain binding inhibitors, primary screen, biochemical, fluorescence polarization. Plk1 PBD phosphopeptide binding. inhibition, %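 (tested at about 20 µM)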. actives 0.13% (n = 97,000); in the data active means inhibition above about 34%, passing the limit was not always enough
PLK1 inh: human PLK1 kinase inhibitors, primary screen, biochemical, TR-FRET | inhibition, % at 10 µM | actives 0.53% (n = 97,000) | recombinant PLK1 kinase, TR-FRET peptide phosphorylation;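 active means inhibition of 50% or more in the single-concentration screen; inactive means inhibition below 50%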;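 further: 0% = DMSO max control and 100% = H-89 dihydrochloride min control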
CD11b adhes inh: inhibitors of CD11b/CD18 adhesion to fibrinogen, primary screen, K562 cells, luminescence. ATPlite luminescence; Mn2+ added to activate the integrin. inhibition, % at 10 µM. actives 0.54% (n = 93,000);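 active means primary inhibition of 50% or more at 10 µM, then 40% or more on retest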; further: some results filed as inactive read as strong as hits
ERa coact inh: ERα–SRC-1 coactivator interaction inhibitors, primary screen, biochemical, TR-FRET, ERα LBD, estradiol-bound; actives 1.7% (n = 86,000); Estrogen receptor (Homo sapiens), P03372; inhibition, % at 25.6 µM; TR-FRET ER-alpha LBD / SRC-1 peptide; AID 629, 2007; in the data active means inhibition above about 50%;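 further: 0% = receptor plus peptide control and 100% = peptide only without receptor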
CD11b adhes enh: enhancers of CD11b/CD18 adhesion to fibrinogen, primary screen, K562 cells, luminescence; Integrin beta-2 (Homo sapiens) + Integrin alpha-M (Homo sapiens), P05107+P11215; ATPlite luminescence; activation, % at 10 µM; actives 0.07% (n = 93,000);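 active means 10 µM primary screen giving 50% or more activity, confirmed by 40% or more on retest at that dose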; further: strong numbers were not always called active
FAK inh: FAK kinase inhibitors, primary screen, biochemical; Focal adhesion kinase 1 (Homo sapiens), Q05397; biochemical FAK kinase activity assay; inhibition, %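 (tested at 7 µM)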; actives 0.84% (n = 97,000); AID 727, 2007; in the data active means inhibition above about 19%;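 further: 0% = DMSO and 100% = reference compound high control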
Target sequence (Q05397 whole entry, looked up): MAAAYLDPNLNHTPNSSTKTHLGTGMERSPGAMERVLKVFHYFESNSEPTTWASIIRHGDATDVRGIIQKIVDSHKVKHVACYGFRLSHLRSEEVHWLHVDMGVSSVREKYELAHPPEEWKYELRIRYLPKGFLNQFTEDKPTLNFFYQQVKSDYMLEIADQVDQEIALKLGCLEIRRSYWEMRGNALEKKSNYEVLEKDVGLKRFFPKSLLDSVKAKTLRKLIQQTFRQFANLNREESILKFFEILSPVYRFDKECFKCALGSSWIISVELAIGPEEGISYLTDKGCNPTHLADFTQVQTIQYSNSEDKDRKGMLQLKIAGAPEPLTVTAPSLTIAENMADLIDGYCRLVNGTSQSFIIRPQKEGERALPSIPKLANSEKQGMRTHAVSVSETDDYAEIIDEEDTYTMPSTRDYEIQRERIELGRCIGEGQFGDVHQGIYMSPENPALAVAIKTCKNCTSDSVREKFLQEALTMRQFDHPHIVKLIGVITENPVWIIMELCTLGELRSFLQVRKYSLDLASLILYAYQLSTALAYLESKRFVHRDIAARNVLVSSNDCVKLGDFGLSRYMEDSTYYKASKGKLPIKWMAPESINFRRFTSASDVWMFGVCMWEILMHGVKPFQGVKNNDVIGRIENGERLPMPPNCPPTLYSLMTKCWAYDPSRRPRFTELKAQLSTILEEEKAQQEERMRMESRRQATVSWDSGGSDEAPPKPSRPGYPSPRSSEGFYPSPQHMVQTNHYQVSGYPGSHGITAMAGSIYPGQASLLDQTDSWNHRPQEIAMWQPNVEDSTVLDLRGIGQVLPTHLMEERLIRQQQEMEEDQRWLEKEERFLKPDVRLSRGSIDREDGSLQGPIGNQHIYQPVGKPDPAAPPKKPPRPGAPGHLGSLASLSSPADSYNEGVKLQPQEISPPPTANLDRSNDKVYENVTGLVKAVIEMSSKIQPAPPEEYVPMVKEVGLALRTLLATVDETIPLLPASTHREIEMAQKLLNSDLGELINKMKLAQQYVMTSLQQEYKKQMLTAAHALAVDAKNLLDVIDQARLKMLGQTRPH
ERb coact inh: inhibitors of ERβ-SRC1 coactivator interaction, primary screen, biochemical, TR-FRET, ERβ LBD, SRC-1 peptide; TR-FRET ER-beta LBD / SRC1-Cy5 peptide binding; receptor agonist-loaded with 1 µM estradiol; actives 1.3% (n = 86,000); AID 633, 2007; inhibition, % at 25.6 µM; Estrogen receptor beta (Homo sapiens), Q92731;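 active means compounds whose percent inhibition of the receptor-coactivator binding signal exceeds about 50% in the single-dose screen, limit read from the data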;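 further: 0% = receptor plus peptide wells without compound and 100% = peptide-only wells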
ERa coact pot: enhancers of ERα–SRC-1 coactivator binding, primary screen, biochemical, TR-FRET, ERα LBD, low estradiol. TR-FRET ERalpha-LBD/SRC-Cy5 coactivator binding, 2 h; 100 = basal binding, no effect. actives 1.3% (n = 86,000). AID 639, 2007. coactivator binding (% of control), % at 25.6 µM. Estrogen receptor (Homo sapiens), P03372; in the data active means activity above about 200%;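 further: binding measured in presence of low estradiol as agonist stimulus; 0% = peptide alone without receptor and 100% = receptor with peptide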
Rev-RRE block: HIV-1 Rev-RRE binding inhibitors, primary screen, biochemical, FRET, protein-RNA interaction; Rev peptide-RRE RNA binding; inhibition, % at 8 µM; actives 0.79% (n = 97,000);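 active means inhibition above the screen-wide mean plus 3 SD, cut at about 35% in these data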;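 further: 0% = median DMSO wells and 100% = median Neomycin B control wells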
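assay system = Cy5-tagged RRE RNA duplex with fluorescein-tagged Rev peptide | incubation = 5 + 15 min at 25 °C | also added = labelled Rev peptide | measure = % inhibition of FRET ratio versus controls | benchmarks = DMSO wells as 0% and neomycin B wells as 100% inhibition | measured by = FRET fluorescence readout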
Numbers without * were called inactive; [ ] = another dose, or the depositor's remark.

Start of the data: the first 5 records, ahead of the listing:
What do the screens show for `CC1CN(C(=O)c2scc3c2OCCO3)CC(C)O1` (stereo not drawn)?
PLK1 PBD inh: 27; PLK1 inh: -6; CD11b adhes inh: -29; ERa coact inh: 25; CD11b adhes enh: 13; FAK inh: 0; ERb coact inh: 17; ERa coact pot: 91; Rev-RRE block: 3

What do the screens show for `CCOC(=O)N1CCN(CC(O)c2ccc3c(c2)CCN3)CC1` (stereo not drawn)?
PLK1 PBD inh: 15; PLK1 inh: 5; CD11b adhes inh: 1; ERa coact inh: -66; CD11b adhes enh: -2; FAK inh: 0; ERb coact inh: -10; ERa coact pot: 125; Rev-RRE block: 0

Results for Cc1ccc2nc(-c3ccc(NC(=O)C4CCCO4)cc3)[nH]c2c1 (stereo not drawn) ?
PLK1 PBD inh: -2; PLK1 inh: -7; CD11b adhes inh: -12; ERa coact inh: -5; CD11b adhes enh: 2; FAK inh: -1; ERb coact inh: -13; ERa coact pot: 115; Rev-RRE block: 3

How did O=C(CN1C(=O)c2cccc3cccc1c23)NCC1CCCO1 (stereo not drawn) do in these assays?
PLK1 PBD inh: -20; PLK1 inh: -8; CD11b adhes inh: 5; ERa coact inh: -20; CD11b adhes enh: -1; FAK inh: 2; ERb coact inh: -12; ERa coact pot: 124; Rev-RRE block: 9

Results for C/C=C(\C)CN1CCN(c2cc(C)ccc2C)CC1 ?
PLK1 PBD inh: 9; PLK1 inh: -5; CD11b adhes inh: -3; ERa coact inh: 1; CD11b adhes enh: -3; FAK inh: 0; ERb coact inh: -3; ERa coact pot: 132; Rev-RRE block: 4

The list itself, from the start:
What do the screens show for `CC1CN(C(=O)c2scc3c2OCCO3)CC(C)O1` (stereo not drawn)?
PLK1 PBD inh: 27; PLK1 inh: -6; CD11b adhes inh: -29; ERa coact inh: 25; CD11b adhes enh: 13; FAK inh: 0; ERb coact inh: 17; ERa coact pot: 91; Rev-RRE block: 3

What do the screens show for `CCOC(=O)N1CCN(CC(O)c2ccc3c(c2)CCN3)CC1` (stereo not drawn)?
PLK1 PBD inh: 15; PLK1 inh: 5; CD11b adhes inh: 1; ERa coact inh: -66; CD11b adhes enh: -2; FAK inh: 0; ERb coact inh: -10; ERa coact pot: 125; Rev-RRE block: 0

Results for Cc1ccc2nc(-c3ccc(NC(=O)C4CCCO4)cc3)[nH]c2c1 (stereo not drawn) ?
PLK1 PBD inh: -2; PLK1 inh: -7; CD11b adhes inh: -12; ERa coact inh: -5; CD11b adhes enh: 2; FAK inh: -1; ERb coact inh: -13; ERa coact pot: 115; Rev-RRE block: 3

How did O=C(CN1C(=O)c2cccc3cccc1c23)NCC1CCCO1 (stereo not drawn) do in these assays?
PLK1 PBD inh: -20; PLK1 inh: -8; CD11b adhes inh: 5; ERa coact inh: -20; CD11b adhes enh: -1; FAK inh: 2; ERb coact inh: -12; ERa coact pot: 124; Rev-RRE block: 9

Results for C/C=C(\C)CN1CCN(c2cc(C)ccc2C)CC1 ?
PLK1 PBD inh: 9; PLK1 inh: -5; CD11b adhes inh: -3; ERa coact inh: 1; CD11b adhes enh: -3; FAK inh: 0; ERb coact inh: -3; ERa coact pot: 132; Rev-RRE block: 4

What do the screens show for `O=C(NCC(=O)N(CCc1ccccc1)C(C(=O)NC1CCCCC1)c1ccncc1)c1ccco1` (stereo not drawn)?
PLK1 PBD inh: -3; PLK1 inh: -14; CD11b adhes inh: -5; ERa coact inh: -7; CD11b adhes enh: 2; FAK inh: -2; ERb coact inh: 5; ERa coact pot: 118; Rev-RRE block: 7

Results for CCn1c(-c2cc(-c3cc(OC)ccc3OC)nc3ccccc23)n[nH]c1=S ?
PLK1 PBD inh: 2; PLK1 inh: -11; CD11b adhes inh: 6; CD11b adhes enh: -1; FAK inh: 1; Rev-RRE block: -8

How did O=C(CCCOc1ccccc1)Nc1cccc(C(=O)O)c1 do in these assays?
PLK1 PBD inh: -3; PLK1 inh: -11; CD11b adhes inh: -2; ERa coact inh: 1; CD11b adhes enh: -3; FAK inh: -1; ERb coact inh: 8; ERa coact pot: 124; Rev-RRE block: 3

What do the screens show for `Cc1sc(NC(=O)c2ccccc2)c(C(=O)N2CCN(C)CC2)c1C`?
PLK1 PBD inh: 4; PLK1 inh: -14; CD11b adhes inh: -21; ERa coact inh: -54; CD11b adhes enh: 0; FAK inh: -1; ERb coact inh: 26; ERa coact pot: 108; Rev-RRE block: 10

Results for COc1ccc(-n2nnnc2SCC(=O)NCc2ccco2)cc1OC ?
PLK1 PBD inh: 8; PLK1 inh: -7; CD11b adhes inh: -1; ERa coact inh: 11; CD11b adhes enh: -1; FAK inh: 1; ERb coact inh: 18; ERa coact pot: 96; Rev-RRE block: 4

What do the screens show for `O=c1oc2cc(OCc3ccc(F)cc3F)ccc2cc1-c1ccccn1`?
PLK1 PBD inh: -8; PLK1 inh: -14; CD11b adhes inh: -34; CD11b adhes enh: -4; FAK inh: 1; Rev-RRE block: 6

How did CCOC(=O)c1cnc2nc(COc3ccccc3)[nH]n2c1=O do in these assays?
PLK1 PBD inh: 5; PLK1 inh: -4; CD11b adhes inh: -22; ERa coact inh: -6; CD11b adhes enh: 0; FAK inh: -2; ERb coact inh: 5; ERa coact pot: 112; Rev-RRE block: 6

What do the screens show for `CCOC(=O)c1c(-c2ccccc2)csc1NC(=O)CSc1nnnn1C`?
PLK1 PBD inh: -3; PLK1 inh: -6; CD11b adhes inh: 4; ERa coact inh: 6; CD11b adhes enh: -2; FAK inh: 2; ERb coact inh: 9; ERa coact pot: 116; Rev-RRE block: 10

What do the screens show for `O=C(Nc1cccnc1)c1ccccc1O`?
PLK1 PBD inh: 1; PLK1 inh: 3; CD11b adhes inh: -3; ERa coact inh: 0; CD11b adhes enh: -2; FAK inh: -1; ERb coact inh: -5; ERa coact pot: 115; Rev-RRE block: 2

How did Cc1ccc(C(=O)CSc2nnc(-c3ccco3)n2Cc2ccccc2)cc1 do in these assays?
PLK1 PBD inh: -22; PLK1 inh: -11; CD11b adhes inh: 8; ERa coact inh: 15[fluorescence artefact?]; CD11b adhes enh: 40; FAK inh: -2; ERb coact inh: 5; ERa coact pot: 163; Rev-RRE block: 7

Results for COC(=O)c1[nH]c2ccccc2c1NC(=O)CCN1CCN(C2CCCCC2)CC1 ?
PLK1 PBD inh: 0; PLK1 inh: -19; CD11b adhes inh: 0; ERa coact inh: -12; CD11b adhes enh: -6; FAK inh: 3; ERb coact inh: -7; ERa coact pot: 105; Rev-RRE block: 7

What do the screens show for `CCOc1ccccc1C1C(C(N)=O)=C(C)Nc2nc(CCCO)nn21` (stereo not drawn)?
PLK1 PBD inh: -1; PLK1 inh: -9; CD11b adhes inh: -10; ERa coact inh: -5; CD11b adhes enh: -5; FAK inh: -3; ERb coact inh: -12; ERa coact pot: 112; Rev-RRE block: 3

What do the screens show for `Cc1cc(-c2nc3ccccc3o2)c2ccccc2n1`?
PLK1 PBD inh: -7; PLK1 inh: 0; CD11b adhes inh: -15; ERa coact inh: 11; CD11b adhes enh: 2; FAK inh: 3; ERb coact inh: 1; ERa coact pot: 135; Rev-RRE block: 7

What do the screens show for `Cc1noc(C)c1COC(=O)CN(C)S(=O)(=O)c1ccc(Cl)cc1`?
CD11b adhes inh: -6; ERa coact inh: -10; CD11b adhes enh: 5; ERb coact inh: 2; ERa coact pot: 102

What do the screens show for `CC(C)CN1C(=O)/C(=C/c2cccs2)NC1=S`?
PLK1 PBD inh: -5; PLK1 inh: -12; ERa coact inh: -21[fluorescence artefact?]; FAK inh: 2; ERb coact inh: -19; ERa coact pot: 130[fluorescence artefact?]; Rev-RRE block: 3

Results for CCOC(=O)c1c(C)[nH]c(C)c1-c1ccccc1OC ?
PLK1 PBD inh: -3; PLK1 inh: -12; ERa coact inh: 2[fluorescence artefact?]; FAK inh: 2; ERb coact inh: 1[fluorescence artefact?]; ERa coact pot: 121; Rev-RRE block: 0

What do the screens show for `COc1cc(OC)cc(C(=O)NC2CC3CCC(C2)N3Cc2ccco2)c1` (stereo not drawn)?
PLK1 PBD inh: 10; PLK1 inh: -9; CD11b adhes inh: -10; ERa coact inh: -3; CD11b adhes enh: -1; FAK inh: -7; ERb coact inh: 1[fluorescence artefact?]; ERa coact pot: 102; Rev-RRE block: 0

What do the screens show for `CCOC(=O)N1CCN(c2c(NCCc3ccc(OC)c(OC)c3)c(=O)c2=O)CC1`?
PLK1 PBD inh: -9; PLK1 inh: -4; CD11b adhes inh: -13; ERa coact inh: -5; CD11b adhes enh: -1; FAK inh: -3; ERb coact inh: -10; ERa coact pot: 111[fluorescence artefact?]; Rev-RRE block: -2

What do the screens show for `O=C(Nc1ccc(C(F)(F)F)cc1Cl)c1ccc(Cn2cc(Br)cn2)o1`?
PLK1 PBD inh: -10; PLK1 inh: -4; CD11b adhes inh: 12; ERa coact inh: -1; CD11b adhes enh: -9; FAK inh: 4; ERb coact inh: 1; ERa coact pot: 94; Rev-RRE block: 18

How did Cc1ccccc1OCCCC(=O)Nc1ccccc1C(F)(F)F do in these assays?
PLK1 PBD inh: -7; PLK1 inh: -6; FAK inh: 0; Rev-RRE block: 10

What do the screens show for `CC(C)(C)NC(=O)CN(Cc1cccs1)C(=O)CCC(=O)Nc1nccs1`?
PLK1 PBD inh: -15; PLK1 inh: 26; FAK inh: -2; Rev-RRE block: 4

Results for CC(C)CC(=O)NC1(C(F)(F)F)C(=O)Nc2c1c(=O)[nH]c(=O)n2Cc1ccco1 (stereo not drawn) ?
PLK1 PBD inh: -11; PLK1 inh: -4; CD11b adhes inh: -2; ERa coact inh: -11; CD11b adhes enh: -1; FAK inh: 1; ERb coact inh: -7; ERa coact pot: 98; Rev-RRE block: 12

How did O=C1c2ccccc2C(=O)N1CCC(=O)N1CCCc2ccccc21 do in these assays?
PLK1 PBD inh: 8; PLK1 inh: -9; CD11b adhes inh: -14; ERa coact inh: -25; CD11b adhes enh: -1; FAK inh: 0; ERb coact inh: -22; ERa coact pot: 115; Rev-RRE block: 1

Results for Cn1nnc(NC(=O)CSc2ccc(Cl)cc2)n1 ?
PLK1 PBD inh: 28; PLK1 inh: -5; ERa coact inh: 17; FAK inh: -3; ERb coact inh: 21; ERa coact pot: 76[fluorescence artefact?]; Rev-RRE block: 3

What do the screens show for `O=C(O)c1cc2c(ccc3ccccc32)[nH]1`?
PLK1 PBD inh: -11; PLK1 inh: -2; CD11b adhes inh: -9; ERa coact inh: 4; CD11b adhes enh: -1; FAK inh: -1; ERb coact inh: 1; ERa coact pot: 90; Rev-RRE block: 8

Results for C=CCN1C(=O)C(O)(CC(=O)c2c(C)n[nH]c2C)c2cc(Br)ccc21 (stereo not drawn) ?
PLK1 PBD inh: -7; PLK1 inh: -7; CD11b adhes inh: -20; ERa coact inh: -12; CD11b adhes enh: 3; FAK inh: 6; ERb coact inh: 7; ERa coact pot: 110; Rev-RRE block: 0

How did CCOC(=O)CN1C(=O)S/C(=C/c2cc(C)n(C)c2C)C1=O do in these assays?
PLK1 PBD inh: 15; PLK1 inh: -24; FAK inh: 1; Rev-RRE block: 3
